Screening results as filed in PubChem BioAssay.
Gli-Sufu block – Gli-Sufu pathway antagonism. Sufu-KO-LIGHT fibroblasts, Gli luciferase reporter luminescence. AID 588413. 340,000 compounds, 0.74% hits. inhibition, % at 5 µM;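 active = inhibition above about 55%, limit read from the data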;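 note: 0% = DMSO-treated cells and 100% = wells with medium but no cells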
SENP7 inh – SENP7 protease inhibition; 330,000 compounds, 1.5% hits; recombinant SENP7, Z-RLRGG-aminoluciferin luminescence, 40 min; Q9BQF6; inhibition, % at 5 µM; AID 434973;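 active = inhibition above about 50% at the single test dose, limit read from the data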;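 note: plate controls were DMSO with enzyme for no effect and no enzyme buffer wells for full effect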
Target sequence (Q9BQF6 706-1050 limits assumed): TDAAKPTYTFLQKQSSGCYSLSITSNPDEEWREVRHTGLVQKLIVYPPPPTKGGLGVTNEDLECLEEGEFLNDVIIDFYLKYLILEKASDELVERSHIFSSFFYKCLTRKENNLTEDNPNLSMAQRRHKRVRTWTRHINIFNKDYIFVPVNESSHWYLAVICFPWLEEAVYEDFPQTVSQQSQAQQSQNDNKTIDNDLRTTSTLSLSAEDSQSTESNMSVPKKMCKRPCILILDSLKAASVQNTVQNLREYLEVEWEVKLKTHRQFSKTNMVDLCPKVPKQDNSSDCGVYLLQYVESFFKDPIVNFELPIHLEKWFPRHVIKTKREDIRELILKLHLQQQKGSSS
HKDC1 inhibitor – inhibitors of human hexokinase HKDC1; Q2TB90; recombinant HKDC1, G6PDH/diaphorase resazurin coupled fluorescence; inhibition, % at 20 µM; 340,000 compounds, 0.16% hits; AID 493160;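 active = inhibition above about 35% when tested at 20 µM, limit read from the data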;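 note: plate controls were DMSO wells with enzyme for no effect and DMSO wells lacking enzyme for full effect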
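Material – in-house recombinant HK5 (HKDC1) enzyme · Quantity – HKDC1 at 5 µg/mL · Buffer or medium – pH 8.0 Tris buffer with 10 mM MgCl2 · Reagent – glucose with 1 mM ATP · Dosing – single 20 µM dose · Times – reaction time 90 min, room temperature, protected from light · Technique – resorufin fluorescence at 613 nm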
UBC13 polyUb – blocks human UBC13 polyubiquitin chain formation; P61088; TR-FRET; inhibition, % at 20 µM; 330,000 compounds, 0.47% hits; in the data active = inhibition above about 45%, passing the limit was not always enough
Target sequence (P61088 whole entry, looked up): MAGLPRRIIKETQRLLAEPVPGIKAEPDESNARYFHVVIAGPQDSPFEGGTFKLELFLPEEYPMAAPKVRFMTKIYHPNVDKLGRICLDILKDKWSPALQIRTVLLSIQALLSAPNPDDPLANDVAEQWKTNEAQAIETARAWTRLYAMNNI
Apaf-1 inh – blocks human Apaf-1 apoptosome activity. 330,000 compounds, 0.71% hits. O14727. reconstituted apoptosome caspase-3 activity, DEVD-Rh110 fluorescence. inhibition, % at 20 µM; active = inhibition of at least 40% at 20 µM;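 note: plate controls were DMSO wells for no effect and DEVD-CHO caspase inhibitor wells for full effect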
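Material: reconstituted apoptosome with Apaf-1, cytochrome c, caspase-9, procaspase-3, dATP; medium: pH 7.5 Hepes buffer with CHAPS, BSA, DTT; also added: cytochrome c and DEVD-Rh110 substrate; timing: 30 min plus 50 min, RT; signal: Rh110 fluorescence intensity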
Jurkat NFkB inh – inhibitors of the PMA/ionomycin-induced NF-kB reporter in Jurkat cells | PMA/ionomycin-induced NF-kB luciferase reporter, luminescence | inhibition, % at 4 µM | 330,000 compounds, 0.53% hits | AID 435003
697 NFkB inh – inhibitors of the PMA/ionomycin-induced NF-kB reporter in 697 B cells | 697 B-cell NF-kB luciferase reporter, 16 h | 330,000 compounds, 0.33% hits | inhibition, % at 4 µM; in the data active = inhibition above about 35%
SENP8 block – blocks the human protease SENP8 | AID 2540 | 330,000 compounds, 1.2% hits | inhibition, % at 10 µM | purified SENP8, Z-RLRGG-aminoluciferin cleavage, luminescence | Q96LD8
Target sequence (Q96LD8 whole entry, looked up): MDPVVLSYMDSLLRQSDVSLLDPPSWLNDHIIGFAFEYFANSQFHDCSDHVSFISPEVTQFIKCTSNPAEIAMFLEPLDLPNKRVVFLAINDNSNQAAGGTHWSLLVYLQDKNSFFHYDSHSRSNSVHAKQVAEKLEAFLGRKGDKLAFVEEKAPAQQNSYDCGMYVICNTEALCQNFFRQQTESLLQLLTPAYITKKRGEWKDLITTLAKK
* marks the source's active call; other numbers are inactive results; x = no result given. Cut-off read from the data, not from the text of the source, unless noted: active = inhibition above about 50%; inactive = the rest. The order is random; overall some 3.6% were active at least once.

SMILES | Gli-Sufu block | SENP7 inh | HKDC1 inhibitor | UBC13 polyUb | Apaf-1 inh | Jurkat NFkB inh | 697 NFkB inh | SENP8 block
CCN1C(=O)CC(N2CCN(c3ccc(OC)cc3)CC2)C1=O (centres undefined) | 6 | 0 | 3 | -14 | 7 | -3 | 2 | -10
O=S(=O)(/N=C(\c1ccccc1)N1CCOCC1)c1ccc(Cl)cc1 | 9 | 5 | 3 | 5 | -8 | -4 | -8 | -1
CC(=O)NC(CC(=O)N(Cc1ccccc1)c1ccc(C)cc1)c1ccccc1 (centres undefined) | -4 | 0 | -3 | -4 | 18 | -14 | -7 | 2
COc1ccc(CNC(=O)COC(=O)c2c(-c3c(F)cccc3Cl)noc2C)cc1OC | -1 | 24 | -10 | -10 | 10 | -1 | -11 | 3
CC1=CN2C(=N)/C(=C/c3ccc(C)o3)C(=O)N=C2S1 | -134 | 23 | 1 | -3 | 2 | -90 | -107 | -2
CCC1CCCCN1S(=O)(=O)c1ccc(C(=O)N(CCCN(C)C)c2nc3cc4c(cc3s2)OCO4)cc1 (centres undefined) | 34 | -4 | -2 | 18 | 32 | -1 | -47 | 4
Cc1ccc(NC(=S)N2CCn3cccc3C2c2cccnc2)cc1 (centres undefined) | -28 | 10 | -2 | 0 | 9 | -2 | 21 | 8
CC1(c2ccc3noc(-c4ccc(F)cc4)c3c2)OCCO1 | 13 | 6 | 4 | 2 | 13 | 9 | -6 | 2
Cc1nnc(SCC(=O)NC2CCCc3c2cnn3-c2ccc(F)cc2F)o1 (centres undefined) | 3 | 3 | 1 | -4 | 8 | -6 | -3 | -2
COc1ccc(C(NC(=O)C(C)C)c2c(O)ccc3ccccc23)cc1 (centres undefined) | -9 | -13 | 11 | -6 | 10 | -5 | -7 | -4
CC(=O)Nc1ccc(S(=O)(=O)NCCC(=O)OCCN2C(=O)c3ccccc3C2=O)cc1 | -8 | 2 | 7 | 6 | -10 | -1 | 19 | -5
CCOC(=O)N1CCN(C(=O)c2ccc3c(Cl)c4c(nc3c2)CCCC4)CC1 | 3 | 10 | 0 | -9 | 1 | 8 | -15 | 2
Cn1nnnc1-c1cc(Cl)cc(Cl)c1 | -5 | 1 | 4 | 8 | -5 | -8 | 16 | 3
Cc1nc2nc(-c3ccc(Cl)cc3)[nH]n2c(=O)c1Cc1ccccc1 | 5 | -6 | -3 | -7 | 23 | 5 | -30 | -22
O=c1c(C=NCc2ccccc2)c(NCc2ccccc2)nc2ccccn12 | -8 | -5 | 0 | 14 | 12 | -7 | -8 | 3
CCOc1ccc(CCNC(=O)COC(=O)c2cc(OC)c(OC)cc2[N+](=O)[O-])cc1OCC | 0 | 3 | -3 | -9 | 2 | 8 | -5 | -5
CC1CCN(C(=S)c2ccccc2O)CC1 | 3 | 6 | 2 | 1 | 5 | 8 | 7 | -3
NC(=O)COC(=O)c1ccc(S(=O)(=O)N2CCCCCC2)cc1 | 5 | -7 | -7 | -9 | -4 | 8 | 8 | 3
CSc1cccc(N2CC(C(=O)Nc3cccc(S(=O)(=O)N4CCCC4)c3)CC2=O)c1 (centres undefined) | 12 | 11 | 5 | 2 | 16 | -5 | -14 | -8
COc1ccc(N(C(=O)c2snc(C(N)=O)c2N)C(C(=O)NCC2CCCO2)c2ccc(C)o2)cc1OC (centres undefined) | 31 | 6 | -2 | 24 | 4 | 21 | 5 | 9
C=C(C)COc1ccc(-c2[nH]ncc2Oc2ccccc2OCC)c(O)c1 | 0 | -2 | -1 | 21 | 25 | 8 | -2 | -2
CCC1Oc2ccc(C)cc2N(CC(=O)NCc2ccco2)C1=O (centres undefined) | -1 | -9 | -5 | -3 | 8 | 9 | -5 | -7
Cc1ccc(-c2nc(Nc3ccccc3)n[nH]2)cc1 | -137 | 51* | 4 | 14 | 2 | -162 | -280 | 14
CSc1ccccc1NC(=O)c1cc(-c2ccco2)on1 | 6 | -1 | -1 | 4 | 12 | -18 | 3 | -8
CCN(CC)S(=O)(=O)c1ccc(N2CCOCC2)c(NC(=O)C2=COCCO2)c1 | 15 | 6 | -2 | -1 | 10 | 0 | -15 | -6
COc1ccc(CCN(C)C(=O)c2cnc(C)cn2)cc1OC | 0 | 1 | -7 | -1 | 5 | 16 | 4 | -8
CCC1(c2ccccc2)NC(=O)N(CC(=O)NCc2ccccc2OC)C1=O (centres undefined) | -21 | 9 | -5 | 2 | -38 | -2 | 4 | -1
O=C(NCc1ccc(F)cc1)c1cccc2c1C(=O)c1ccc(Cl)cc1S2(=O)=O | x | 12 | x | 2 | 5 | 3 | 24 | -3
Cc1ccc(-n2c(C)cc(C(=O)CN3CCOCC3)c2C)cc1C | -11 | -5 | -10 | -8 | 2 | 17 | 3 | -9
COc1ccc(-c2noc(N3CCC(C(=O)NC(C)c4ccccc4)CC3)n2)cc1 (centres undefined) | 14 | 4 | -1 | 6 | 9 | 19 | 4 | -2
O=C1OCCN1C(=O)[C@H]1[C@H](c2ccccc2)C(c2ccc(F)cc2)=NN1c1ccccc1 | -4 | 10 | 8 | x | 13 | x | -18 | x
COc1ccc(CCNC(=O)CN2C(=O)COc3ccc(S(=O)(=O)N4CCCC4)cc32)c(OC)c1 | 0 | -13 | -10 | -3 | 16 | 4 | -34 | -12
CC1CCCC(NC(=O)COC(=O)c2ccc3ncsc3c2)C1C (centres undefined) | x | 3 | -2 | 7 | -4 | -6 | -6 | 4
COc1cccc(-c2nc(CS(=O)(=O)CC(=O)NCc3ccccc3OC)c(C)o2)c1 | 6 | -11 | -4 | -3 | 25 | -26 | -5 | -9
COc1ccc(CCNC(=O)COC(=O)CSc2ccc([N+](=O)[O-])cc2)cc1OC | -2 | 2 | -2 | 0 | -10 | 5 | 9 | -1
COc1ccc2nc3n(c(=O)c2c1)-c1cc(Cl)ccc1C(=O)NC3Cc1ccccc1 (centres undefined) | x | 0 | x | 9 | 3 | 1 | -2 | 7
CCOc1ccc(NS(=O)(=O)c2cc(C(=O)N3CCCC3)ccc2Cl)cc1 | 3 | 3 | -9 | 3 | 5 | 1 | 2 | -3
COc1ccc(CCNC(=O)CSc2nc(O)c(C(C)C)c(=O)[nH]2)cc1OC | 4 | -3 | -12 | 3 | -23 | -18 | 0 | -6
CCN(Cc1ccccc1)S(=O)(=O)c1cc(C(=O)NCCCN(C)C)ccc1OC | 37 | -1 | -4 | -18 | 8 | -24 | -4 | -10
COc1ccccc1C(=O)Nc1nc(-c2cccs2)c(NC(C)=O)s1 | -49 | 10 | 2 | 8 | 5 | -50 | -43 | -7
Cc1sc2nc(SCC(=O)N(CCO)CCO)n(C3CCCCC3)c(=O)c2c1C | 1 | -13 | -6 | -4 | 16 | -8 | 6 | -7
COc1ccc(CCNC2=C(Cl)C(=O)N(Cc3ccccc3)C2=O)cc1OC | 9 | 1 | -7 | 10 | 11 | 12 | 8 | 2
CN(C)S(=O)(=O)c1cccc(NC(=O)COC(=O)c2cn(-c3ccccc3)nc2-c2ccccc2)c1 | x | -9 | 4 | -8 | -3 | -9 | -24 | -11
CCN1CCN(CCCNC(=O)Cn2nc(C)n3nc(-c4ccccc4)cc3c2=O)CC1 | 0 | 0 | -1 | 0 | 2 | -5 | -2 | -10
COc1ccc(/C=N/Nc2nc(N3CCCCC3)nc(N3CCCCC3)n2)cc1[N+](=O)[O-] | x | -6 | 2 | -13 | 17 | -6 | -8 | -8
C[C@H](CO)N1C[C@H](C)[C@@H](CN(C)C(=O)Nc2ccc(C(F)(F)F)cc2)Oc2c(NC(=O)Nc3ccccc3)cccc2C1=O | 9 | 9 | -1 | 25 | 21 | -7 | 4 | 4
Cc1ccc(NCc2nnc(SCC(=O)Nc3ncc(C)s3)n2CC2CCCO2)c(C)c1 (centres undefined) | 4 | 6 | -3 | 14 | 9 | 3 | -2 | 1
O=C(CNC(=O)c1nc[nH]c1C(=O)N1CCNCC1)OCc1ccccc1 | -1 | 2 | 2 | -6 | -4 | -3 | 13 | 0
CC(=O)c1ccc(S(=O)(=O)Nc2cccc(-c3cn4c(n3)SCC4)c2)cc1 | 7 | 3 | -6 | -1 | -7 | -4 | -22 | 5
O=C(Nc1ccc2c(c1)OCCO2)C1CCCN1C(=O)Nc1ccc(F)cc1 (centres undefined) | -9 | -3 | -2 | -3 | 13 | -17 | -11 | -13
CCn1c2ccccc2c2cc(NC(=O)CC(C)=O)ccc21 | 3 | 1 | -7 | 2 | 11 | -1 | -30 | -5
COCCNC(=O)c1ccccc1NC(=O)c1ccccc1N(C)S(=O)(=O)c1ccc(C)cc1 | 4 | 0 | -9 | -11 | 4 | -4 | -33 | 3
COc1ccc2c(CC(=O)NCc3ccc4c(c3)OCO4)coc2c1 | -58 | 6 | -7 | 8 | 8 | -13 | -11 | -14
CCCCC1CCC(C(=O)NCc2ccc3c(c2)OCO3)CC1 (centres undefined) | -5 | 1 | -9 | 4 | -13 | 8 | 14 | -2
O=C(CCc1nnc2ccc(NCc3ccccc3Cl)nn12)NCC1CCN(C2CCCC2)C1 (centres undefined) | -22 | 2 | -2 | 12 | 21 | 3 | -12 | 2
CCN(CC)CCNC(=O)C(=O)Nc1ccc(C(=O)OC)cc1 | 5 | 6 | 0 | 7 | -17 | 6 | 18 | 3
COc1ccc(/C=N\NC(=O)c2cccc([N+](=O)[O-])c2)cc1Cn1cc([N+](=O)[O-])cn1 | x | 3 | x | 0 | -5 | 10 | -13 | -7
COc1ccccc1/C=C/C=N/n1c(COc2ccccc2)n[nH]c1=S | 2 | 2 | 7 | -3 | 3 | 9 | -1 | -2
O=C(O)c1cccc(Nc2nc(-c3ccc([N+](=O)[O-])cc3)nc3ccccc23)c1 | 5 | 9 | 6 | -18 | 16 | -17 | 6 | -6
N#CC12CCCCC1CC1CCCCC1(C#N)N2CCO (centres undefined) | 8 | 18 | -3 | -2 | -1 | -11 | 3 | 0

Further structures.
SMILES | Gli-Sufu block | SENP7 inh | HKDC1 inhibitor | UBC13 polyUb | Apaf-1 inh | Jurkat NFkB inh | 697 NFkB inh | SENP8 block
Cc1ccc(NC(=O)CN(C)Cc2c(O)ccc3ccccc23)cc1 | -12 | -1 | 18 | 12 | 19 | 0 | 13 | 4
Cc1ccc(-c2cc3nc(-c4ccccc4)cc(N4CCC5(CC4)OCCO5)n3n2)cc1 | 0 | 2 | 11 | 0 | 5 | -10 | -67 | -2
COc1ccc2c(CC(=O)N3CCN(S(=O)(=O)c4ccc(F)cc4)CC3)coc2c1 | 9 | 8 | 0 | -25 | 7 | 7 | -7 | -4
O=C(Nc1ccccc1C(=O)Nc1ccccc1)c1ccccc1F | 5 | -7 | -5 | 9 | 6 | -5 | -4 | -3
